# Screening data (PubChem BioAssay)
# RTF Ca sens inh: cardiac RTF calcium desensitization; P19429+P45379; IANBD-labeled cardiac RTF, Ca2+ fluorescence; inhibition, % at 7.15 µM; actives 0.12% (n = 340,000);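 active = inhibition above the mean inhibition of all tested compounds plus 3 SD, cut at about 17% in these data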;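 also: assay run at fixed EC70 calcium of 1.6 mM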
# PKA-R2B act: activators of human PKA-R2B complex; actives 0.079% (n = 340,000); activation, % at 11.4 µM; PKA-R2B holoenzyme dissociation, Cy5-IP20 fluorescence polarization; R2B truncated from residue 108, S112A mutant; 0% DMSO only, 100% 113 µM cGMP; P22694+P31323;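 active = activation above a cutoff set at the mean over all compounds plus 3 SD, cut at about 18% in these data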;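 also: higher means more holoenzyme dissociation and a rise in polarization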
# Target sequence (P31323 whole entry, looked up, other chains not shown, the tested form may be a part): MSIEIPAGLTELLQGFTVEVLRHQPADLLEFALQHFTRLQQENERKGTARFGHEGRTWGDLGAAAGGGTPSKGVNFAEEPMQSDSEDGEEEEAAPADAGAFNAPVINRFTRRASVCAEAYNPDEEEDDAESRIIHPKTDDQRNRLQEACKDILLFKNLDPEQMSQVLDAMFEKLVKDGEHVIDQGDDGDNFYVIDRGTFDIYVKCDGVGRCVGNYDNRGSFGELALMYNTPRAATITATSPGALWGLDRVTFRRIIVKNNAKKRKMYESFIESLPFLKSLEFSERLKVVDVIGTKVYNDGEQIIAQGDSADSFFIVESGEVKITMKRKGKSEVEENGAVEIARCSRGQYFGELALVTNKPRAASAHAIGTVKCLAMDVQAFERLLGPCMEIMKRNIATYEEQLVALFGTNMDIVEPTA
# PvdQ acylase: P. aeruginosa PvdQ acylase inhibition | actives 0.063% (n = 340,000) | inhibition, % at 10 µM | purified PvdQ acylase, fluorescence plate reader; in the data active = inhibition above about 30%, passing the limit was not always enough;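 also: 0% = vehicle neutral wells and 100% = reference inhibitor wells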
# Arrestin-AP2 inh: inhibitors of human beta-arrestin and AP2 interaction; FITC-arrestin peptide / GST-AP2 beads, flow cytometry; AP2 beta2 appendage carries R879A mutation; inhibition, % at 10 µM; actives 0.31% (n = 340,000); AID 504490;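 active = inhibition above a set limit, near 3 SD of compounds lacking own fluorescence, cut at about 54% in these data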;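 also: plate controls were DMSO wells for no effect and 5 µM unlabelled arrestin peptide for full effect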
#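 system = GST-tagged AP2 beta2-adaptin appendage (R879A) on 4 µm glutathione beads | reagent = FITC-labelled arrestin peptide probe, 50 nM final | schedule = compound with beads 12 min RT, then probe 1 h RT | signal = HyperCyt-sampled flow cytometry, FL1 channel, ex 488/em 535 nm | read-out = percent response from loss of bead-bound FITC fluorescence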
# NSD2 inh: NSD2 (human) methyltransferase inhibition | O96028 | NSD2 peptide methylation, AlphaScreen, 120 min | inhibition, % at 12.5 µM | actives 0.54% (n = 310,000) | AID 743445; in the data active = inhibition above about 50%
# DAGLB inh: diacylglycerol lipase beta (human) inhibition | inhibition, % at 5.17 µM | HEK293T DAGLB membrane lysate, EnzChek fluorogenic substrate | AID 504411 | Q8NCG7 | actives 0.059% (n = 340,000); in the data active = inhibition above about 34%;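 also: 0% = enzyme with vehicle and 100% = wells lacking enzyme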
# SR-BI DiI-HDL act: enhances SR-BI lipid uptake from DiI-HDL; CHO ldlA[mSR-BI] cells, DiI-HDL uptake fluorescence, 3 h; 100 = double the neutral-control signal; activation, % at 12.5 µM; actives 0.096% (n = 320,000); AID 504775;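 active = mean replicate activation of at least 60% and every replicate at or above 60%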;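 also: 0% = median plate neutral-control signal and 100% = twice that signal; values of inactives mirror those of a sister screen read the other way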
#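 Test system: SR-BI-overexpressing, LDLR-lacking CHO cells. Measured by: DiI fluorescence, bottom read. Medium: Ham's F12 with 0.5% BSA, HEPES 25 mM, pH 7.4. Timing: 3 h uptake period with compound, 37 °C.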
# C-LANA FP: inhibitors of KSHV LANA C-terminal domain DNA binding. MBP-C-LANA/FAM-LBS DNA binding, fluorescence polarization. inhibition, % at 9 µM. actives 0.078% (n = 340,000). AID 504423;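 active = highest replicate inhibition at or above 60% at 9 µM, even if other replicates fall short; inactive = all replicates below 60% inhibition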;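 also: 0% = neutral control wells and 100% = 4 µM acridine orange control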
# SR-BI DiI inh: mouse SR-BI HDL lipid transfer inhibition; actives 0.96% (n = 320,000); inhibition, % at 12.5 µM; Q61009; ldlA[mSR-BI] CHO cells, DiI-HDL uptake fluorescence, 3 h;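 active = mean replicate inhibition of at least 70% and a set share of replicates each scoring 70 or more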;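 also: 0% = median of neutral control wells and 100% = median of positive control wells; values of inactives mirror those of a sister screen read the other way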
# Target sequence (Q61009 whole entry, looked up): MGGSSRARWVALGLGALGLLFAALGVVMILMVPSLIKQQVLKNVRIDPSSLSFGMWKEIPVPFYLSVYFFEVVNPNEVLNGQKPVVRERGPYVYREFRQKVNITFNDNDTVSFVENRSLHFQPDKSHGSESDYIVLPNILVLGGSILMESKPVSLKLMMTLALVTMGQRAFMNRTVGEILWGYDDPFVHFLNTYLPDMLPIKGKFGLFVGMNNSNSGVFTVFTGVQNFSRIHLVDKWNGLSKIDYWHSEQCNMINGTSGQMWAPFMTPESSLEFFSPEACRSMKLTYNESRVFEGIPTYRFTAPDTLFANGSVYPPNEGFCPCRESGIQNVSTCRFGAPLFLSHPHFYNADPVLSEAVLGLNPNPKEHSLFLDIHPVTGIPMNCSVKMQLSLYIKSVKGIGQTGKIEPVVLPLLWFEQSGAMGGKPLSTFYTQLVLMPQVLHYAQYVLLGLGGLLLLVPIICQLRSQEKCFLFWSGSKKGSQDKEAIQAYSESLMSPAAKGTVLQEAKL
# Keap1-Nrf2 PPI: inhibitors of human Keap1-Nrf2 protein-protein interaction; Q14145; Keap1 Kelch-Nrf2 peptide fluorescence polarization, 1536-well; inhibition, % at 9.4 µM; actives 0.15% (n = 340,000); AID 504523; in the data active = inhibition above about 12%;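 also: human Keap1 Kelch domain with fluorescein labeled Nrf2 9mer peptide probe; 0% = neutral control wells and 100% = peptide positive control; higher means more block of Keap1 binding to Nrf2 peptide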
# Numbers without * were called inactive; x = not tested or not shown.
SMILES,RTF Ca sens inh,PKA-R2B act,PvdQ acylase,Arrestin-AP2 inh,NSD2 inh,DAGLB inh,SR-BI DiI-HDL act,C-LANA FP,SR-BI DiI inh,Keap1-Nrf2 PPI
COc1cccc(OC)c1OCCCNC1CCCC1,-1,-1,8,7,20,-3,10,-1.2,-10,-5
O=[N+]([O-])c1ccc2[nH]nc(-c3ccccc3)c2c1,7,-8,-10,11,2,-6,-9,-3.2,9,-6
COc1ccc(NC(=O)C2CCCN2S(=O)(=O)c2cccc3cccnc23)cc1OC (centres undefined),-2,-18,-22,0,7,2,16,-0.1,-16,-6
COC(=O)c1ccc(-n2c(C)ccc2-c2ccccc2)cc1,2,-4,1,17,5,-5,-10,-1.9,10,-3
COC(OC)c1ccnc(-c2ccc(OC(C)=O)cc2)n1,-4,-9,-7,2,-1,-1,5,-0.1,-5,-4
COc1ccc(/C=C(\C#N)C(=O)NCc2ccccc2)cc1,-5,-4,-11,-19,-1,-4,5,-0.8,-5,0
C=CCNC(=O)CCCc1ccccc1,-2,-4,-5,-2,0,0,9,0.9,-9,0
Cc1ccc(C(=O)Nc2ccon2)cc1S(=O)(=O)N1CCCCCC1,-1,-7,-10,2,10,-1,-25,-0.7,25,3
Cc1cc(C)c2cc(CN(Cc3nnnn3Cc3ccc(F)cc3)C3CCCC3)c(=O)[nH]c2c1,-4,10,-4,-6,0,5,-27,7.2,27,-8
O=C(N/N=C/c1ccco1)c1ccncc1,-5,-6,-7,6,-2,-1,20,0.5,-20,0
Nc1nc(CSc2ccc(Cl)cc2)nc(N2CCCCC2)n1,6,-6,-15,-14,-4,-8,-14,1.2,14,-1
COc1ccc(C(=O)Oc2cccnc2)cc1,6,-9,2,-3,13,1,20,0.3,-20,-1
CCCNS(=O)(=O)c1ccc(OCC(=O)N2CCOCC2)cc1,0,-13,0,28,-3,-4,-2,1.1,2,0
O=C(NNC(=O)c1ccccc1[N+](=O)[O-])c1csc(N2CCOCC2)n1,-6,-4,-13,6,-1,-2,41,-0.9,-41,-8
CC(=O)Nc1ccc(N/C=C/C(=O)c2ccc(Br)cc2)cc1,-11,-6,-8,5,-2,1,-30,1.1,30,-4
Cc1cc(C(=O)Nc2cccc(O)c2)co1,-5,3,-4,-4,5,-2,-4,0.5,4,2
CC(OC(=O)C(NC(=O)c1ccco1)C(C)C)C(=O)Nc1ncc(Cl)cc1Cl (centres undefined),-1,5,-18,-10,0,0,2,0.1,-2,-4
COc1cccc(CN2CCNC(=O)C2CC(=O)N(C)CC2CCOCC2)c1OC (centres undefined),-18,-3,-8,28,3,3,-2,0.4,2,-3
O=[N+]([O-])c1ccc(NN=Cc2ccccc2O)nc1,3,-10,-10,2,-1,8,-88,3.2,88*,1
O=C(CN1CCN(S(=O)(=O)c2ccc3ccccc3c2)CC1)N1CCc2ccccc2C1,8,3,2,6,-1,-4,25,0.4,-25,4
COc1cc(C(=O)NNC(=S)NC(=O)c2ccccc2C)cc(OC)c1OC,-14,-9,-11,-3,-1,1,26,0.7,-26,-2
CCOC(=O)N1CCN(C(=O)CN(c2ccc(OC)cc2)S(C)(=O)=O)CC1,-6,-5,-10,3,-4,1,20,1.1,-20,2
O=C(c1cc2ccccc2o1)N1CC=C(c2ccccc2)CC1,-3,-8,-26,-4,-1,15,-18,-0.6,18,-4
CCOCc1nnc(NC(=O)CSc2ccc(C)cc2)s1,-5,6,9,-3,-5,0,19,0.9,-19,2
COc1ccc(CCN(C)c2ncnc3sccc23)cc1OC,-11,-1,-8,37,0,5,-4,1.2,4,-1
COc1ccccc1N1CCN(C(=O)c2cc(=O)c3c(C)cc(C)cc3o2)CC1,-4,3,4,6,0,-4,-3,1.0,3,-2
COCCN(C(=O)C(C)C)c1nnc(-c2ccc(C(C)(C)C)cc2)s1,7,-9,11,11,-2,-8,-16,0.5,16,3
c1ccc(-c2cn3ccccc3n2)cc1,1,2,9,36,2,0,5,-0.4,-5,-1
CC1CCC(NC(=O)CCS(=O)(=O)c2ccc3c(c2)NC(=O)CO3)CC1 (centres undefined),3,-3,1,9,-5,0,41,0.3,-41,0
CCC(C)Sc1nc(O)cc(=O)[nH]1 (centres undefined),-1,-6,2,27,0,-1,16,1.1,-16,-3
O=C(NCc1ccccc1)c1ccc(C(=O)NCc2ccccc2)cc1,1,-17,-10,0,-1,-2,4,3.3,-4,1
CCOn1c(=O)c(-c2ccc(OC)c(OC)c2)[n+]([O-])c2ccccc21,-20,4,-1,0,16,4,16,-0.2,-16,-2
CCOc1ccc(CCNC(=O)C2(c3ccccc3)CC2)cc1OCC,-10,8,-2,-9,-1,-1,27,-1.4,-27,0
O=C(NCc1ccncc1)Nc1ccc(F)cc1,-9,8,-15,-31,-1,-3,32,-0.5,-32,-4
Cc1ccc(-n2c(SCC(=O)N/N=C/c3ccc(C)s3)nnc2-c2ccccc2)cc1,10,-12,6,8,3,2,20,-2.1,-20,-7
Cc1ccc(S(=O)(=O)N(C)CC(=O)NCC(c2ccc(F)cc2)N2CCOCC2)cc1 (centres undefined),-4,1,-12,-3,2,2,26,0.2,-26,-3
CN(CCN1CCOCC1)Cc1nc(-c2cccs2)no1,-2,-4,-8,9,4,0,0,0.5,0,4
Cc1c(C)c2ccc(OCC(=O)N3CCN(c4ccccc4)CC3)cc2oc1=O,2,-2,-6,-6,x,2,-35,1.1,35,-1
O=C(Nc1ccc(Cl)c([N+](=O)[O-])c1)C(Sc1ccccc1)c1ccccc1 (centres undefined),6,-12,-8,0,-2,-4,-20,-1.1,20,-1
CCCCCCn1cnc2c(oc3nc4c(cc32)CCCC4)c1=O,12,0,8,4,-2,-2,-23,-1.0,23,-1
O=C(NCC(c1cccnc1)N1CCN(c2ccccc2F)CC1)C1CCCCC1 (centres undefined),-2,-2,-7,-1,0,-2,-7,-0.9,7,-3
CCCc1cnc(N2CCN(C(=O)c3ccc(F)cc3)CC2)nc1,-4,-4,-4,-11,1,-9,7,1.4,-7,-2
CCCCC1C2=C(CCCC2=O)OC2=C1C(=O)CCC2,-11,1,-12,2,-1,-1,-5,-0.3,5,1
O=C(COc1ccccc1Cl)NCc1ccco1,4,-7,6,15,17,1,-3,-0.9,3,-4
COCC(COS(N)(=O)=O)C(C)C (centres undefined),-6,3,-6,3,x,2,6,-0.5,-6,-2
CCn1c(SCC(=O)Nc2ccccc2N2CCCCC2)nc2c1c(=O)n(C)c(=O)n2C,-2,-7,-1,-7,3,-4,-35,-0.4,35,-3
CC(Sc1c[nH]c2ccccc12)C(=O)O (centres undefined),-16,0,-4,14,x,2,21,1.0,-21,1
COc1ccc(CC(=O)OCC(=O)Nc2ccc(Cl)c(S(=O)(=O)N(C)C)c2)cc1,-10,-12,-6,4,0,-1,8,-0.5,-8,-5
COc1ccc(C(Nc2cc(C)ccn2)c2ccc3ccc(C)nc3c2O)cc1 (centres undefined),4,-7,4,5,x,4,19,-0.3,-19,-4
CCOC(=O)N1CCC(NC(=O)C2CCCN(Cc3nc(-c4cccc(C)c4)oc3C)C2)CC1 (centres undefined),-4,-3,-10,-1,x,-3,-14,0.9,14,1
CC(C)C(NS(=O)(=O)c1ccc2c3c(cccc13)C(=O)N2)C(=O)O (centres undefined),-6,-2,-2,-8,x,1,x,2.8,x,3
COc1ccc(CN2CCn3ncc(C(=O)Nc4ccccc4)c3C2=O)cc1,-5,-3,-8,-2,2,-3,-28,1.0,28,-8
CC(NC(=O)CSc1nc2ccc(N)cc2s1)c1ccccc1 (centres undefined),5,0,0,-3,-1,1,-28,-2.8,28,3
N#Cc1c(N2CCN(c3ccc(F)cc3)CC2)nc(N)c2c(N)nc3c(c12)CC(=O)N3C1CC1,-10,-2,-5,-2,4,21,x,-0.3,x,6
Nc1nc(CSCCO)nc(Nc2ccccc2)n1,3,-7,-9,-2,2,-1,27,0.6,-27,-2
O=S(=O)(Nc1ccon1)c1cc(Cl)ccc1Cl,2,-9,-14,1,-3,1,5,0.1,-5,5
Cc1ccc(SCC(=O)OCC(=O)N(CC(C)C)c2c(N)n(Cc3ccccc3)c(=O)[nH]c2=O)c(C)c1,-19,-9,-10,-18,13,3,-6,-0.4,6,-4
OC(COC1CCCCC1)CN1CCCCC1 (centres undefined),1,1,5,33,6,0,12,0.8,-12,2
CN(CC(=O)N1CCCC1)S(=O)(=O)c1cccc(Cl)c1,-5,-4,2,-3,10,0,-6,0.5,6,4
Cc1cccc(C(=O)Nc2ccc3ccccc3c2)c1,-14,-11,-13,15,-1,-7,x,0.0,x,-5

# Next results follow.
SMILES,RTF Ca sens inh,PKA-R2B act,PvdQ acylase,Arrestin-AP2 inh,NSD2 inh,DAGLB inh,SR-BI DiI-HDL act,C-LANA FP,SR-BI DiI inh,Keap1-Nrf2 PPI
CCN(CC)S(=O)(=O)c1ccc2c(c1)N(CC(=O)NCCc1ccc(S(N)(=O)=O)cc1)C(=O)CO2,2,0,-1,-3,1,0,11,-0.1,-11,0
Cc1ccccc1NC(=S)NCCSc1ccc(Cl)cc1,-4,-13,6,16,-5,-6,-38,2.3,38,-2
CC(C)c1ccccc1NC(=S)NCCCn1ccnc1,-1,-2,-19,-4,-1,0,x,2.3,x,2
O=C(CSc1nnc(CNc2ccc(F)cc2)n1-c1ccccc1)N1CCOCC1,-6,8,-8,11,-2,4,9,-0.4,-9,-4
CCCS(=O)(=O)c1c(S(=O)(=O)CCC)c2cc(CC)ccn2c1C(=O)OC,8,5,-7,4,8,-5,-40,-0.1,40,-1
COc1cc(-c2nnc(COC(=O)CSc3cc(C)c4ccccc4n3)o2)cc(OC)c1OC,0,0,-18,-4,-2,-4,8,-1.0,-8,-6
COc1ccc(C(=O)N/N=C\c2ccc(OC)c(COc3ccccc3Br)c2)c(OC)c1,4,-6,-22,-7,1,-5,-45,-0.4,45,-2
CC(OC(=O)/C=C/c1ccc2ccccc2n1)C(=O)NCc1ccccc1 (centres undefined),2,-1,-6,8,-1,-1,14,-0.2,-14,-4

# Rows were taken by chance; 2.1% or so of the library scored in one or more.
